# Source: PubChem
# IL1B NFkB inh: blocks IL-1B driven NFkB nuclear translocation in HUVEC cells | 94,000 compounds, 0.43% hits | HUVEC IL-1B NFkB p65 nuclear translocation imaging | inhibition, % at 2 µM;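 active = inhibition above about 30% together with a positive call from visual inspection of the well image, limit read from the data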;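 note: nuclear over cytoplasmic p65 intensity ratio measured by imaging; 0% = IL-1B stimulated DMSO wells and 100% = unstimulated DMSO wells; values of inactives mirror those of a sister screen read the other way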
# PLAP inhibition: inhibition of human placental alkaline phosphatase – biochemical, luminescence, HTS (AID 690). 96,000 compounds, 0.08% hits. inhibition, % at 20 µM, or IC50 in µM where a hit was titrated. purified PLAP, luminescent substrate; higher % means a stronger effect; in the data active = a potency from the dose series; inactive = the rest, 99 in 100 with inhibition below about 30%; note: strong numbers were not always called active
# NFkB transloc pot: enhances IL-1B driven NFkB nuclear translocation | HUVEC IL-1B NFkB p65 nuclear translocation imaging | 94,000 compounds, 0.3% hits | activation, % at 2 µM | AID 819;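 active = activation above 40%, about the mean plus 3 SD, also judged a hit on visual image review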;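 note: percent activation is computed from the nuclear over cytoplasmic p65 intensity ratio; values of inactives mirror those of a sister screen read the other way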
# MRP reversal: compounds reversing MRP-mediated drug resistance | H69AR cells + 2 uM doxorubicin, CellTiter-Glo, 72 h | 85,000 compounds, 0.04% hits | differential viability (reversal), % at 10 µM;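 active = viability drop by adding the cancer drug above about 55%, with treated viability meeting a 40% cutoff, limit read from the data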;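 note: viability without doxorubicin minus viability with 2 µM doxorubicin for each compound; larger differential means the compound sensitizes cells more to doxorubicin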
# Bcl-B TR3 displacers: displacers of TR3 peptide from Bcl-B, primary screen, selectivity assay for Bfl-1 inhibitor project, biochemical, fluorescence polarization; FP displacement of FITC-TR3 peptide from Bcl-B; higher % means a stronger effect; AID 748; 96,000 compounds, 0.11% hits; displacement, % at 20 µM, or IC50 in µM where a hit was titrated;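 active = displacement above 50% at 20 µM plus a fluorescence interference ratio under 1.5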;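 note: plate controls were wells without compound for no effect and wells lacking Bcl-B protein for full effect; a part of the inactive calls stands beside numbers as strong as those of hits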
# MRP reversal cytotoxicity: also measured in MRP reversal; calls as there; viability, %; H69AR cells, CellTiter-Glo, 72 h; measured here: cytotoxicity without doxorubicin
# MRP reversal with doxorubicin: recorded beside MRP reversal, whose call it bears; viability, %; measured here: viability with 2 uM doxorubicin; stronger effect = lower value
# IL1B NFkB inh cell count 2 µM: also measured in IL1B NFkB inh; calls as there; cell count; measured here: cells passing quality filter;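 raw number of nuclei counted in each imaged well without normalization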
# NFkB transloc pot cell count 2 µM: further read-out of NFkB transloc pot, marked with its call; cell count; measured here: cells passing quality filter
# * hit, by the source's call; . = not tested or not shown. These rows are one share of the data (hit frequency here may not be typical).
SMILES,IL1B NFkB inh,IL1B NFkB inh cell count 2 µM,PLAP inhibition,NFkB transloc pot,NFkB transloc pot cell count 2 µM,MRP reversal,MRP reversal cytotoxicity,MRP reversal with doxorubicin,Bcl-B TR3 displacers
O=C(O)C1C2C=CC(C2)C1C(=O)NCc1ccoc1 (centres undefined),-0.1,183,-12.6%,0.1,183,.,.,.,0.0%
O=C(Nc1ccccc1N1CCOCC1)c1ccc2ccccc2n1,-13.2,126,0.9%,13.2,126,-33.0,64.8,97.8,3.7%
O=C(c1ccco1)N1CCN(S(=O)(=O)c2cccs2)CC1,15.0,136,-4.9%,-15.0,136,0.8,88.2,87.4,-6.4%
CC(C)NS(=O)(=O)c1ccc(NC(=O)CCc2ccccc2)cc1,-8.3,50,19.0%,8.3,50,11.8,99.3,87.5,-4.1%
Cc1ccc(OCC(=O)Nc2ccc(-c3nnc(-c4ccco4)o3)cc2)cc1,14.6,104,14.1%,-14.6,104,4.0,90.5,86.5,-5.8%
Fc1ccc(-c2nnc3ccc(N4CCc5ccccc5C4)nn23)cc1,4.3,190,-43.3%,-4.3,190,3.0,42.2,39.2,-50.0%
CCN(CC)c1ccc(NC(=O)c2ccc(NC(=O)C3CCCO3)cc2)c(C)c1 (centres undefined),.,.,-23.4%,.,.,14.7,88.9,74.2,-5.1%
C=CCNC(=O)CC(=O)N/N=C/c1ccc(C(=O)OC)cc1,1.7,97,4.5%,-1.7,97,.,.,.,0.4%
CCOC(=O)c1c(C)[nH]c2ccc(O)cc12,.,.,13.1%,.,.,0.7,93.9,93.2,-8.8%
Cn1c(CSc2nc3ccccc3s2)nnc1SCC(=O)NCc1cccnc1,7.9,143,.,-7.9,143,0.4,81.0,80.7,.
CCOC(=O)c1cc2c(=O)n3ccccc3nc2n(CCCOC)c1=NC(=O)c1cccnc1,-44.4,116,.,44.4*,116*,27.4,64.3,36.9,.
Cc1cc(C(C)(C)C)cc(S(=O)(=O)NCC(=O)O)c1C,-10.1,83,-41.3%,10.1,83,-3.0,72.0,75.0,-1.4%
CCCCn1nc2cc(C(=O)NCc3cc(C(F)(F)F)cc(C(F)(F)F)c3)ccc2c1OC,-4.2,139,-8.2%,4.2,139,.,.,.,-0.1%
CCn1c2ccccc2c2nnc(SCc3ccccc3)nc21,.,.,-14.0%,.,.,-9.6,61.2,70.8,0.2%
CC1(C)CC(=O)C(C(C2=C(O)CC(C)(C)CC2=O)c2ccco2)C(=O)C1 (centres undefined),10.2,123,-8.9%,-10.2,123,.,.,.,-91.7%
CCCCc1c(C)nn(-c2nnc3c4ccccc4n(C)c3n2)c1C,0.5,138,-20.5%,-0.5,138,-5.8,86.8,92.7,-1.7%
CCN1CCN(C(=O)c2cc3c(=O)n(C)c4ccccc4c3n2C)CC1,15.8,59,-12.3%,-15.8,59,17.9,93.6,75.7,7.6%
COc1ccc(-c2cc(C(=O)Nc3c(C)nn(Cc4ccccc4Cl)c3C)no2)cc1,5.1,164,18.7%,-5.1,164,1.0,32.8,31.9,-1.1%
CCN(CC)C(NC(=O)c1ccccc1)C(=O)c1ccccc1 (centres undefined),7.4,99,-20.4%,-7.4,99,22.1,102.3,80.3,-33.1%
O=C(O)c1ccc(CSc2nnc(Cc3ccccc3)o2)cc1,-1.5,185,0.2%,1.5,185,8.7,102.4,93.7,3.7%
CCOc1ccc(NC(=O)C2CC=CCC2C(=O)O)cc1 (centres undefined),-10.1,136,-7.5%,10.1,136,10.1,82.0,71.9,-8.1%
CCOC(=O)N1CCN(C(=O)COc2ccccc2OC)CC1,-3.4,108,4.2%,3.4,108,-0.4,88.5,88.9,-0.4%
COc1cccc(COc2cc3ccccc3nc2C)c1,3.1,200,-7.6%,-3.1,200,.,.,.,-5.0%
CCOC(=O)c1[nH]c(CSc2nnc(-c3ccc(OC)cc3)o2)c(C(=O)OCC)c1C,8.8,130,-39.7%,-8.8,130,5.0,18.1,13.1,-284.4%
O=c1c2cc(N3CCOCC3)ccc2[nH]c(=S)n1CCCN1CCCC1,-12.0,159,-42.0%,12.0,159,0.2,81.9,81.7,13.1%

# Overlap with the part before: five entries, then new ones.
SMILES,IL1B NFkB inh,IL1B NFkB inh cell count 2 µM,PLAP inhibition,NFkB transloc pot,NFkB transloc pot cell count 2 µM,MRP reversal,MRP reversal cytotoxicity,MRP reversal with doxorubicin,Bcl-B TR3 displacers
CCOc1ccc(NC(=O)C2CC=CCC2C(=O)O)cc1 (centres undefined),-10.1,136,-7.5%,10.1,136,10.1,82.0,71.9,-8.1%
CCOC(=O)N1CCN(C(=O)COc2ccccc2OC)CC1,-3.4,108,4.2%,3.4,108,-0.4,88.5,88.9,-0.4%
COc1cccc(COc2cc3ccccc3nc2C)c1,3.1,200,-7.6%,-3.1,200,.,.,.,-5.0%
CCOC(=O)c1[nH]c(CSc2nnc(-c3ccc(OC)cc3)o2)c(C(=O)OCC)c1C,8.8,130,-39.7%,-8.8,130,5.0,18.1,13.1,-284.4%
O=c1c2cc(N3CCOCC3)ccc2[nH]c(=S)n1CCCN1CCCC1,-12.0,159,-42.0%,12.0,159,0.2,81.9,81.7,13.1%
CC1CCN(S(=O)(=O)c2ccc(S(=O)(=O)NCC3COCCO3)cc2)CC1 (centres undefined),6.3,142,21.7%,-6.3,142,18.6,96.3,77.6,-5.8%
COc1ccc(OC)c(CNC(=O)C2CCN(S(=O)(=O)N3CCCC3)CC2)c1,-2.7,71,-40.6%,2.7,71,15.7,111.2,95.5,4.6%
O=C(c1ccc(CNc2c(NC3CCCCC3)c(=O)c2=O)cc1)N1CCc2ccccc21,5.8,180,-20.6%,-5.8,180,.,.,.,-37.6%
O=C(C[n+]1cccc(NC(=O)c2ccccc2)c1)c1ccccc1,-17.7,114,7.5%,17.7,114,.,.,.,7.9%
O=C1NC(=O)C2(CCC(C(=O)O)C2)N1 (centres undefined),-22.6,105,.,22.6,105,8.3,96.7,88.4,.
CC1CN(CC(=O)Nc2cccc(C(=O)Nc3cccc(C(F)(F)F)c3)c2)CC(C)O1 (centres undefined),6.8,214,-61.6%,-6.8,214,.,.,.,-0.6%
COc1ccc2nc(SCC(=O)Nc3ccc4c(c3)OCCO4)[nH]c2c1,-12.0,167,-47.4%,12.0,167,8.9,91.0,82.1,3.0%
Cc1ccc(-c2cc(C(=O)N3CCCC3)no2)cc1,-3.6,120,-6.5%,3.6,120,-3.6,94.7,98.3,-6.2%
Cc1ccc(S(=O)(=O)N[C@H](C(=O)OCn2nnc3ccccc3c2=O)C(C)C)cc1,-33.4,162,7.7%,33.4,162,-3.0,76.5,79.6,-6.9%
O=C(NC1(C(F)(F)F)NC(=O)N(Cc2cccnc2)C1=O)c1cccs1 (centres undefined),-9.3,124,6.9%,9.3,124,-8.2,97.0,105.3,-9.6%
CC(=O)Nc1ccc(OCC(O)CN2CCN(Cc3ccccc3)CC2)cc1 (centres undefined),6.2,127,-27.9%,-6.2,127,11.0,89.0,78.0,-5.1%
Cc1ccc(N2CC(C(=O)NC3=NCCS3)CC2=O)cc1C (centres undefined),-27.9,120,.,27.9,120,-3.5,97.4,100.8,.
Cn1c(N2CCOCC2)c(/C=N/OC(=O)c2ccc(F)cc2)c2ccccc21,-8.9,155,4.3%,8.9,155,.,.,.,0.7%
CCc1c(C)[nH]n(CCC#N)c1=O,-24.0,156,4.1%,24.0,156,-4.7,83.9,88.5,6.8%
CC(=O)CSc1nsc(SCC(C)=O)c1C#N,0.6,144,.,-0.6,144,-31.9,30.9,62.8,.
O=C(NC1CC1)c1ccc(S(=O)(=O)NCC2CCCCC2)cc1,-4.0,157,.,4.0,157,-1.5,90.2,91.7,.
O=C1CSC(c2ccco2)N1 (centres undefined),-15.7,122,11.8%,15.7,122,.,.,.,3.5%
O=C(O)CCC(=O)N1CCc2cc(S(=O)(=O)N3CCC(Cc4ccccc4)CC3)ccc21,14.3,160,-32.7%,-14.3,160,13.5,103.3,89.8,3.9%
CCc1ccc(NC(=O)c2noc3c2CCc2ccccc2-3)cc1,3.1,154,48.9%,-3.1,154,-3.0,83.6,86.5,11.8%
Cc1cccc(NC2=Nc3ccccc3N3C2=Nc2c(c(C)nn2-c2ccccc2)C3c2ccc(O)c(O)c2)c1 (centres undefined),13.0,126,-32.4%,-13.0,126,0.4,1.1,0.7,-45.6%
Nc1nnnn1/N=C/c1ccco1,-13.0,141,-5.5%,13.0,141,-0.6,101.4,101.9,-5.1%
COc1ccccc1NC(=O)COc1ccc(/C=N/NS(=O)(=O)c2ccc(C)cc2)cc1,9.5,140,-9.8%,-9.5,140,.,.,.,-13.7%
O=C1CN(CC(=O)N2CCCCC2)c2ccccc2O1,8.8,220,-24.1%,-8.8,220,-14.6,66.6,81.2,-0.4%
Clc1nc2sccn2c1/C=N/n1cnc2ccccc21,.,.,10.2%,.,.,-11.5,64.6,76.0,16.6%
CCN(CC)S(=O)(=O)c1ccc(NC(=O)C(C)N(c2ccc(OC)cc2)S(C)(=O)=O)cc1 (centres undefined),-11.2,83,-87.8%,11.2,83,-3.5,94.4,97.9,-4.2%

# (listing goes on)
SMILES,IL1B NFkB inh,IL1B NFkB inh cell count 2 µM,PLAP inhibition,NFkB transloc pot,NFkB transloc pot cell count 2 µM,MRP reversal,MRP reversal cytotoxicity,MRP reversal with doxorubicin,Bcl-B TR3 displacers
CC1CN(C(=O)/C=C/c2ccc3c(c2)OCO3)CC(C)O1 (centres undefined),-22.5,176,10.3%,22.5,176,.,.,.,-1.8%
Cc1cccc(-n2c(=O)[nH]c3c(C(N)=O)nc(C(C)C)nc32)c1,-6.0,114,.,6.0,114,2.4,80.5,78.1,.
CSc1nnc2c(n1)OC(c1ccc(C(=O)O)cc1)N(C(C)=O)c1ccccc1-2 (centres undefined),1.4,161,-0.3%,-1.4,161,-6.1,98.8,105.0,9.5%
CC1(C)CC(O)CC(C)(C)N1CC(O)COCCOc1ccc(Br)cc1 (centres undefined),.,.,-32.4%,.,.,.,.,.,3.6%
CCOC(=O)C1CCN(C(C(=O)NC2CCCCC2)c2ccc(OC)cc2)CC1 (centres undefined),.,.,-24.7%,.,.,-4.3,90.7,95.0,-16.8%
O=C(NC(=S)Nc1ccc2c(c1)OCO2)c1ccccc1,2.9,110,4.5%,-2.9,110,.,.,.,1.0%
COC(=O)CSc1nnc(-c2ccncc2)o1,-1.0,163,-3.5%,1.0,163,2.7,95.9,93.2,1.6%
COc1ccc(CCNC(=O)CCn2c(=O)oc3ccccc32)cc1,.,.,6.8%,.,.,5.9,90.0,84.1,-0.9%
Cc1c(Br)c([N+](=O)[O-])nn1CC(=O)Nc1sc2c(c1C(=O)OC(C)C)CCCC2,12.0,156,3.4%,-12.0,156,.,.,.,4.6%
Cn1cnc([N+](=O)[O-])c1NC(C)(C)C,-13.3,199,-3.6%,13.3,199,3.1,96.9,93.8,11.9%
CCOC(=O)N1CCN(C(=O)c2cc3c(ccc4ccccc43)oc2=O)CC1,4.3,163,-16.9%,-4.3,163,12.0,104.6,92.6,6.2%
O=C(c1ccc(C(F)(F)F)cc1)c1c[nH]c(C(=O)NCCCn2ccnc2)c1,0.9,145,-51.8%,-0.9,145,.,.,.,-5.9%
CCOc1ccc(-c2nnc3ccc(SCC(=O)NCc4ccco4)nn23)cc1,10.4,125,-5.4%,-10.4,125,8.9,85.5,76.6,-8.7%
O=C(NCCCCCCNC(=O)C1CCCC1)C1CCCC1,0.1,152,.,-0.1,152,-37.1,47.9,85.0,.
COc1ccc(-c2nc(-n3c(C)c(C(C)=O)c(C(C)=O)c3C)sc2C)cc1OC,-25.8,75,-53.0%,25.8,75,4.3,89.7,85.4,3.0%
CCOC(=O)N1CCN(C/C(C)=C/c2ccccc2)CC1,-16.7,98,-65.1%,16.7,98,5.2,88.6,83.4,-2.4%
CCC(C)(C)NC(=O)C(c1ccc(F)cc1)N(Cc1ccco1)C(=O)c1cnccn1 (centres undefined),-6.9,114,-62.5%,6.9,114,2.4,90.8,88.4,2.0%
O=C(c1cc2nc(-c3cccs3)cc(C(F)(F)Cl)n2n1)N1CCCc2ccccc21,-7.0,137,-50.9%,7.0,137,.,.,.,37.4%
CCOCCCNC(=O)c1ccc(OC)cc1,2.7,116,3.0%,-2.7,116,4.9,88.7,83.8,-10.1%
